influenza NS1A: NS1A inhibition, H1N1 influenza, cell based functional assay (AID 504329); inhibition, % at 12.5 µM, or IC50 in µM where a hit was titrated; 340,000 tested, 0.3% active; NS1A functional cell-based assay, percent inhibition; higher % means a stronger effect; in the data active means a potency from the dose series; inconclusive means inhibition above about 27% without an active follow-up result; further: strong numbers were not always called active
PhoP GFP inhibition: PhoP regulon inhibitors, Salmonella typhi PhoP promoter GFP reporter, confirmatory (AID 1850) | 310,000 tested, 0.33% active | Salmonella Typhi PhoP-promoter GFP reporter, fluorescence, 4 h; higher % means a stronger effect | one-dose inhibition, % at 50 µM; IC50 in µM for titrated hits; in the data active means a potency from the dose series; inconclusive means inhibition mostly from about 25% at the one dose, without a potency; inactive means the rest, 99 in 100 with inhibition below about 19%;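 further: 0% = induced wells with vehicle and 100% = uninduced wells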
inhibitors of VEEV: inhibitors of VEEV TC-83 cytopathic effect, confirmation, Vero cells (AID 588727); Vero cells, VEEV TC-83 cytopathic effect inhibition; higher % means a stronger effect; 350,000 tested, 0.13% active; inhibition, % at 20 µM; hits with a dose series show IC50 in µM; in the data active means a potency from the dose series; inconclusive means inhibition mostly from about 14% at the one dose, without a potency; inactive means the rest, 99 in 100 with inhibition below about 12%; further: strong numbers were not always called active
M. tuberculosis HTS: M. tuberculosis growth inhibition, HTS (AID 449762); M. tuberculosis H37Rv growth inhibition, 7H9 media; higher % means a stronger effect; inhibition, % at 25 µM; hits with a dose series show IC50 in µM; 330,000 tested, 0.59% active; in the data active means a potency from the dose series; inconclusive means inhibition above about 70% without an active follow-up result;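 further: bacterial growth assessed after seven days of incubation; strong numbers were not always called active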
M. tuberculosis: growth inhibition of non-replicating M. tuberculosis (AID 488890); 320,000 tested, 0.39% active; inhibition, % at 25 µM; hits with a dose series show IC50 in µM; Mycobacterium tuberculosis non-replicating, growth inhibition; higher % means a stronger effect; in the data active means a potency from the dose series; inconclusive means inhibition mostly from about 82% at the one dose, without a potency; inactive means the rest, 99 in 100 with inhibition below about 76%;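 further: plate controls were DMSO cells for no effect and high antibiotic wells for full effect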
inhibitors of VEEV 10K pilot screen: also measured in inhibitors of VEEV; calls as there; inhibition, %; measured here: 10K pilot screen inhibition
Active calls of the source: *; i = inactive; ? = inconclusive; · = no result given.

Start of the data: the first two entries, to show the layout:
SMILES | influenza NS1A | PhoP GFP inhibition | inhibitors of VEEV | M. tuberculosis HTS | M. tuberculosis | others
O=C(CNC(=O)c1cccc(F)c1)N/N=C/c1ccc([N+](=O)[O-])s1 | -2% | 20µM* | i | ? | i
Cc1ccc(CCNC(=O)c2ccc(NC3=NC4CS(=O)(=O)CC4S3)cc2)cc1 (centres undefined) | -5% | -1% | 1.4% | 1% | -21%

The whole of this part (from the top)
SMILES | influenza NS1A | PhoP GFP inhibition | inhibitors of VEEV | M. tuberculosis HTS | M. tuberculosis | others
O=C(CNC(=O)c1cccc(F)c1)N/N=C/c1ccc([N+](=O)[O-])s1 | -2% | 20µM* | i | ? | i
Cc1ccc(CCNC(=O)c2ccc(NC3=NC4CS(=O)(=O)CC4S3)cc2)cc1 (centres undefined) | -5% | -1% | 1.4% | 1% | -21%
N#CC(C#N)=C1C=CC=CN1/C(=C\c1ccccc1Cl)C(=O)c1ccccc1 | 4% | 2% | >25µM* | 0% | ?
COc1ccc(C(=O)N/N=C(\Cc2ncc[nH]2)c2ccccc2)cc1 | 2% | -6% | i | 48% | 79%
Cc1noc(C)c1COC(=O)Cc1ccc(Cl)c(Cl)c1 | -10% | 4% | 2.1% | -4% | 48%
O=C(O)c1ccccc1N/N=C/c1c(Sc2nnnn2-c2ccccc2)nc2ccccn2c1=O | -4% | -16% | 2.1% | 17% | 20%
CCN(Cc1ccccc1)C(=O)c1cccc(S(=O)(=O)N2CCN(c3ccccc3)CC2)c1 | -4% | 1% | 4.1% | -8% | 38%
CC(C(=O)NC(N)=O)N1C(=O)NC(c2ccccc2)(c2ccccc2)C1=O (centres undefined) | 1% | 0% | i | 1% | 1%
N#C/C=C1\Sc2ccccc2C(=O)N1CC(=O)N1CCN(S(=O)(=O)c2ccccc2)CC1 | -23% | 1% | i | -7% | -14%
O=C(N/N=C\C1C(=O)NC(=S)N(c2ccccc2)C1=O)c1ccc(O)cc1 (centres undefined) | 9.9µM* | -6% | 1.4% | 12% | -16%
Nc1c(C(=O)c2ccccc2)oc2ccc([N+](=O)[O-])cc12 | -3% | 8% | i | -4% | -1%
CCCCOC(=O)Nc1cc(C(=O)OC)ccc1C(=O)OC | -12% | 2% | 0.4% | 51% | ·
Cn1c(=O)c(C(=O)NCCc2ccccc2)c(O)c2ccccc21 | -12% | -3% | 3.5% | -9% | -13%
S=P(N1CC1)(N1CC1)N1CC1 | 0% | 3% | i | 3% | 9%
CCC(C)[C@H](NC(=O)NCc1ccc(F)cc1)C(=O)O (some centres undefined) | -6% | 17% | i | 3% | 4%
NC(=O)C1(C(N)=O)OC1c1ccccc1 (centres undefined) | 0% | -3% | 1.7% | 1% | -10%
COc1cccc(N2CC(C(=O)Nc3c(C)cccc3C)CC2=O)c1 (centres undefined) | 25% | 9% | 3.6% | -6% | -37%
COc1ccccc1C(=O)NNC1=NS(=O)(=O)c2ccccc21 | -4% | 6% | 0.3% | -4% | 2%
COC(=O)c1cc(-c2ccc(OC)cc2)n[nH]1 | -8% | 10% | 1.5% | -1% | 8%
COc1ccc(CC(=O)OCC(=O)Nc2ccc3c(c2)OCO3)cc1OC | -5% | 10% | 1.3% | 0% | 6%
O=C1CC(Sc2ccc(Cl)cc2)C(=O)N1Cc1ccncc1 (centres undefined) | -3% | -6% | 1.8% | -8% | 51%
CCOc1ccc2nc(N(CCN(C)C)C(=O)c3cc4ccccc4cc3OC)sc2c1 | 12% | 10% | 1.4% | 50% | 22%
CCCc1nc2c(s1)CCc1onc(-c3ccc(Br)cc3)c1-2 | 3% | 1% | 0.1% | 26% | -8%
Cc1cc(C(=O)OCC(=O)NNC(=O)c2cccs2)ccc1[N+](=O)[O-] | -12% | -2% | 1.7% | ? | 60%
CCN1CCCC1CNC(=O)Cn1cnc2ccc(S(=O)(=O)N3CCC(C)CC3)cc2c1=O (centres undefined) | 7% | 5% | 0.4% | -5% | -10%
O=Cc1[nH]c2ccccc2c1N(C(=O)CCl)c1ccc([N+](=O)[O-])cc1 | -1% | ? | 0.2% | 1% | ?
O=C(Nc1ccccc1)SC1CCCCC1 | 0% | · | 3.5% | · | ·
COc1ccc(NC(=O)c2ccco2)cc1NC(=O)c1ccccc1 | 6% | · | 2.4% | · | ·
C=CCN=C1S/C(=C\c2ccc(N(C)C)cc2)C(=O)N1CC=C | -21% | -4% | 1.5% | 0% | 5%
Cc1ccccc1CSCCNC(=O)CSCc1ccc([N+](=O)[O-])cc1 | 1% | 0% | i | 0% | ?
CO/N=C\CC(=O)Nc1ccc(Cl)cc1Cl | 1% | -1% | i | 19% | 64%
N#CC(C#N)=Cc1ccc(NC(=O)c2ccc(Br)cc2)cc1 | 16% | -1% | 0.1% | 1% | 69%
COc1ccc(/C=C/C(=O)NC(=S)NNC(=O)c2ccco2)cc1OC | -1% | 16% | i | 1% | -19%
COc1ccc(C(=O)/C=C2/C(=O)Nc3ccccc32)cc1 | 30% | 10% | 12% | 66% | 68%
CC(OC(=O)c1nn(C)c(=O)c2ccccc12)C(=O)NC1CCCCC1C (centres undefined) | -4% | -2% | 3.4% | -5% | -6%
COC(=O)C1=C(N)OC2=C(C(=O)CC(C)(C)C2)C1c1ccoc1 (centres undefined) | 9% | -10% | 0.4% | -2% | 76%
CCCn1nnnc1NCc1ccc(OC)cc1 | -8% | -3% | 0.4% | -1% | 37%
CN1CCN(c2ccc(NC(=O)c3ccco3)cc2Cl)CC1 | 1% | -8% | 2.1% | -2% | -6%
CCCN(CC(=O)Nc1ccccc1C)C(=O)C1CCN(c2ncnc3sc(C)c(C)c23)CC1 | 2% | 1% | 7.7% | 63% | 33%
CS(=O)(=O)c1ccc(C(=O)NCCN2C(=O)S/C(=C\c3cccnc3)C2=O)cc1[N+](=O)[O-] | 8% | -1% | ? | 31% | 58%
C/C(CCC(C)C)=N\NC(=O)COc1ccccc1-c1ccccc1 | -9% | · | 1.1% | · | ·
c1ccc(OCCCCN2CCCCC2)cc1 | 5% | -6% | i | -7% | 1%
C=CCN(c1ccc(C(=O)NCCCn2ccnc2)cc1)S(C)(=O)=O | -2% | -6% | 0.3% | -3% | 7%
Cc1cccc(-n2c(SC(C)C(=O)O)nc3sc4c(c3c2=O)CCCC4)c1 (centres undefined) | -4% | 7% | 2.8% | 43% | 5%
Cc1cc([N+](=O)[O-])cc2c1NC(=O)C2(O)N1CCOCC1 (centres undefined) | -9% | 2% | 0.3% | 6% | 20%
COc1ccc(CC(=O)N2N=C(C)CC2(O)c2cccnc2)cc1OC (centres undefined) | 35% | 0% | 0.1% | -6% | 5%
O=C(Cn1c(=S)[nH]c2ccccc2c1=O)N1CCC2(CC1)OCCO2 | 0% | -2% | 0.3% | 7% | -4%
O=C1CCC(=O)N1c1ccc(NCCc2cccc(F)c2)c([N+](=O)[O-])c1 | 7% | 5% | 0.3% | 3% | -2%
Cc1ccc2c(c1)N(CC(=O)N1CCCCC1C)C(=O)CO2 (centres undefined) | -5% | 11% | 1.3% | 3% | 1%
Nc1[nH]nc2ncc3cc4ccccc4nc3c12 | 7% | -2% | 9.8% | ? | 44%
CN(C1=C(N2CCOCC2)C(=O)c2ccccc2C1=O)c1ccccc1 | 12µM* | 3% | i | 7% | 32%
CSCCC(NC(=O)c1ccccc1Cl)C(=O)N1CCN(C(c2ccccc2)c2ccccc2)CC1 (centres undefined) | -4% | -5% | 2.8% | 15% | 39%
COc1ccccc1NC(=O)COC(=O)COc1cccc2c1OC(C)(C)C2 | -6% | 3% | 3.1% | 6% | -1%
Cc1cc(C(=O)NNC(=O)CCC2CCCCC2)c(C)o1 | 1% | 2% | 0.9% | -1% | 5%
Cc1nn(-c2ccccc2)c(NC(=O)c2cccs2)c(-c2ccccc2Cl)c1=O | · | 3% | i | -1% | 4%
CNc1nc2c(C)cccn2c(=O)c1C=NCc1ccccc1 | 1% | -12% | 0.8% | · | -9%
Clc1ccccc1CSc1nncn1-c1cccnc1 | · | 4% | · | 0% | -16%
COc1cccc(OC)c1C(=O)Nc1ccc(S(=O)(=O)Nc2ncccn2)cc1 | 5% | 9% | 0.2% | 4% | -6%
Nc1cc(C(F)(F)F)ccc1N1CCOCC1 | 5% | 6% | 0.6% | 5% | 1%
CN(C)c1ncnc2sc(-c3ccccc3)cc12 | 5% | 2% | 6.9% | 19% | 28%

Quoted at random: 4 entries already listed, in no set order.
SMILES | influenza NS1A | PhoP GFP inhibition | inhibitors of VEEV | M. tuberculosis HTS | M. tuberculosis | others
O=C1CCC(=O)N1c1ccc(NCCc2cccc(F)c2)c([N+](=O)[O-])c1 | 7% | 5% | 0.3% | 3% | -2%
COc1cccc(N2CC(C(=O)Nc3c(C)cccc3C)CC2=O)c1 (centres undefined) | 25% | 9% | 3.6% | -6% | -37%
c1ccc(OCCCCN2CCCCC2)cc1 | 5% | -6% | i | -7% | 1%
CN(C)c1ncnc2sc(-c3ccccc3)cc12 | 5% | 2% | 6.9% | 19% | 28%

(next part)
SMILES | influenza NS1A | PhoP GFP inhibition | inhibitors of VEEV | M. tuberculosis HTS | M. tuberculosis | others
O=C(c1ccc([N+](=O)[O-])cc1)N1CCOCC1 | -16% | · | i | · | ·
O=C1c2cccc(Cl)c2C(=O)c2c1cccc2N1CCCC1 | 8.7µM* | 3% | 4.6% | 8% | 28%
CCOC(=O)c1c(C)[n+](-c2ccc(C)cc2)c(CC)c2cc(OC)c(OC)cc12 | -11% | -10% | 1.5% | 9% | 6%
CCCc1cc(C(=O)Nc2sc(C(C)=O)c(C)c2C(=O)OCC)no1 | -1% | -10% | 2.9% | -13% | -13%
COc1ccc(N2C(=O)C3C4C=CC(C4)C3C2=O)nn1 (centres undefined) | -15% | -13% | 3.5% | 0% | 16%
CCc1cc2c(=O)c(-c3nc4ccccc4n3C)c(C(C)C)oc2c(CN2CCN(C)CC2)c1O | -3% | -6% | i | 4% | 4%
COc1ccc(SCCCn2c(=O)c3c(ncn3C)n(C)c2=O)cc1 | 13% | 9% | 1.4% | -15% | 5%
CC(NC(=O)C(c1ccccc1)c1ccccc1)c1ccccc1 (centres undefined) | -1% | 6% | i | 7% | 8%
Cn1c(SCc2nc(-c3ccc(Cl)cc3)no2)nnc1-c1ccco1 | 3% | · | 2.7% | -9% | ·
CCCN(CCO)Cc1cccc(Br)c1 | -7% | 0% | 0.1% | 1% | 9%
Cc1nnc(NC(=O)C(C)Sc2nncn2C)s1 (centres undefined) | -12% | -3% | 0.2% | 0% | -26%
Cc1ccccc1-n1nc2c(c1NC(=O)C(C)(C)C)CS(=O)(=O)C2 | -1% | 0% | 0.6% | -6% | -15%
S=C(Nc1cccnc1)Nc1ccccn1 | -3% | 0% | 1.4% | 1% | -6%
CC(C)c1ccc(/C=N/n2nnnc2Nc2ccccc2)cc1 | -18% | 5% | 0.6% | 3% | 4%
Cc1c(C2N3CC4(C)CN2CC(C)(C3)C4=O)c2ccccc2n1C (centres undefined) | -1% | 1% | 0.3% | 1% | -1%

Copied from the results shown for reference:
SMILES | influenza NS1A | PhoP GFP inhibition | inhibitors of VEEV | M. tuberculosis HTS | M. tuberculosis | others
COc1ccc(N2C(=O)C3C4C=CC(C4)C3C2=O)nn1 (centres undefined) | -15% | -13% | 3.5% | 0% | 16%
CCc1cc2c(=O)c(-c3nc4ccccc4n3C)c(C(C)C)oc2c(CN2CCN(C)CC2)c1O | -3% | -6% | i | 4% | 4%

Following part
SMILES | influenza NS1A | PhoP GFP inhibition | inhibitors of VEEV | M. tuberculosis HTS | M. tuberculosis | others
COc1ccc2c(c1)[nH]c1c(=O)n(Cc3ccco3)cnc12 | 5% | 14% | 0.8% | -1% | 0%
CCOc1ccc(NC(=O)CCn2nc(C)c(S(=O)(=O)N3CCCCC3)c2C)cc1 | -1% | 0% | 0.7% | 5% | 18%
Cc1cc2[nH]c(=O)c3ccccc3n2n1 | 9% | 2% | 0.8% | -5% | -4% | inhibitors of VEEV 10K pilot screen=2.1
CN(C)N1C(N)=C(C#N)C(c2cccc([N+](=O)[O-])c2)C2=C1CC(C)(C)CC2=O (centres undefined) | -4% | · | 0.4% | · | ·
O=C(CSCc1ccc(Cl)cc1)Nc1ccc2c(c1)OCO2 | 5% | 4% | 0.1% | ? | ?
CCC(C)(C)NC(=O)CN(Cc1ccc(OC)cc1)C(=O)CCC(=O)Nc1nccs1 | 5% | -19% | 1.8% | 12% | -5%
Cc1cccc(C)c1OCC(=O)N/N=C/c1ccncc1 | 2% | 0% | i | -2% | 9%
CN(CC(=O)Nc1ccccc1Cl)C(=O)COC(=O)Cc1ccc(F)cc1 | -11% | -6% | 1.2% | -22% | 19%
O=C(N1CCC(n2nc(-c3ccccc3)oc2=O)CC1)C1(c2ccccc2)CC1 | 13% | -17% | 1.3% | 1% | 16%
COc1ccc(CNC(=O)C2CCCN(S(=O)(=O)c3cccc4nsnc34)C2)cc1 (centres undefined) | -7% | -4% | 1.8% | 4% | 15%

Source: PubChem (Southern Research Specialized Biocontainment Screening Center)
